XIAP displacement: XIAP antagonists, biochemical, IAP family, fluorescence polarization (AID 1018); XIAP BIR domain, fluorescence polarization peptide displacement; higher % means a stronger effect; displacement, % at 20 µM, or IC50 in µM where a hit was titrated; 200,000 compounds, 0.007% hits; in the data active means displacement above about 50%; further: a part of the inactive calls stands beside numbers as strong as those of hits
NS5 inhibitors: Dengue-2 NS5 methyltransferase inhibitors, primary screen, biochemical, confirmation dose response (AID 588689) | Dengue-2 NS5 methyltransferase capping enzyme assay, biochemical; higher % means a stronger effect | inhibition, % at 25 µM; hits with a dose series show IC50 in µM | 340,000 compounds, 0.3% hits; in the data active means a potency from the dose series; inconclusive means inhibition above about 29% without an active follow-up result
Myeloid diff 2: myeloid differentiation induction; ER-HoxA9 myeloid progenitors, lysozyme-GFP differentiation, flow cytometry; calls only at 10 µM; 360,000 compounds, 1% hits; AID 624256;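 active means normalized GFP-positive differentiation at or above the plate's own cutoff, the solvent-only control mean plus 3 SD; inconclusive means no clear call, values can overlap the other calls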;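 further: cells exposed to compound for four days before flow analysis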
Lipid droplet: hepatic lipid droplet formation modulation; inhibition, % at 6.5 µM; 240,000 compounds, 0.4% hits; AML12 mouse hepatocytes, oleate lipid droplets, BODIPY imaging;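 active means lipid droplet intensity inhibited by at least 50%, with more than 500 cells counted; inconclusive means wells with under 300 cells, treated as cytotoxic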
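System: AML12 hepatocytes (mouse). Probe or stimulus: oleic acid at 100 µM to induce lipid droplet formation. Times: overnight treatment with compound plus oleate. Detection: Image-based BODIPY and DAPI two-channel analysis. Evaluation: percent inhibition of filter-corrected integrated lipid droplet intensity per well.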
SIAH1 antagonists: blockers of Siah-1 interaction with plectin peptide – biochemical, fluorescence polarization, rhodamine-plectin, uHTS, primary screen (AID 1817); 290,000 compounds, 0.02% hits; displacement, % at 20 µM, or IC50 in µM where a hit was titrated; Siah-1 / rhodamine-plectin peptide fluorescence polarization; higher % means a stronger effect;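 active means displacement of at least 50% at 20 µM, with a fluorescence ratio check between 0.3 and a set limit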;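 further: plate controls were Siah plus tracer with DMSO for no effect and tracer alone without Siah for full effect; strong numbers were not always called active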
AID2073: inhibitors of Mint1-CaV2.2 protein interaction, biochemical, HTRF (AID 2073) | HTRF protein-protein interaction, Mint1-CaV2.2; higher % means a stronger effect | one-dose inhibition, % at 20 µM; IC50 in µM for titrated hits | 290,000 compounds, 0.19% hits; in the data active means inhibition mostly above about 51%, no sharp cut-off; inconclusive means no clear call, values can overlap the other calls; inactive means mostly below about 53%; further: some results filed as inactive read as strong as hits
HIV fusion peptide: cell-free HIV fusion peptide-binding blockers – biochemical, uHTS, fluorescence dequenching, primary screen (AID 1986); 290,000 compounds, 0.3% hits; cell-free peptide binding, fluorescence dequenching, 30 min; higher % means a stronger effect; one-dose inhibition, % at 20 µM; IC50 in µM for titrated hits; in the data active means inhibition mostly above about 52%, no sharp cut-off; inactive means mostly below about 76%; further: some results filed as inactive read as strong as hits
NOD2 inhibition: NOD2 signaling inhibitors, cell-based, luminescence, uHTS, HEK293 (AID 1566); HEK293 NOD2/NF-kB luciferase reporter, luminescence; higher % means a stronger effect; inhibition, % at 4 µM; hits with a dose series show EC50 in µM; 290,000 compounds, 0.63% hits; further: many of its hits are not listed in these tables
LYP phosphatase: inhibitors of LYP phosphatase, biochemical, fluorescence intensity, uHTS (AID 1779); recombinant LYP phosphatase, fluorescence intensity; higher % means a stronger effect; 290,000 compounds, 0.054% hits; inhibition, % at 11.5 µM, or IC50 in µM where a hit was titrated;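 further: plate controls were vehicle with enzyme for no effect and no enzyme for full effect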
Lipid droplet cells 6.5 µM: second read-out of Lipid droplet, no call of its own (marks repeat the call); cell count; measured here: cell count, cytotoxicity flag;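 cells counted across two imaged fields per well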
NS5 inhibitors pilot replicate: recorded beside NS5 inhibitors, whose call it bears; inhibition, %; measured here: pilot screen replicate inhibition
Myeloid diff 2 GFP+ MAC1+ %: second read-out of Myeloid diff 2, no call of its own (marks repeat the call); GFP+ MAC1+ double positive, %; measured here: differentiation confirmed by MAC1 staining
An asterisk follows results filed as active; i = inactive; ? = inconclusive; . = not tested or not shown; + = active, no number. Unless noted, no stated cut-off is given here; in the data, active means inhibition above about 50%; inactive means the rest.

SMILES | XIAP displacement | NS5 inhibitors | Myeloid diff 2 | Myeloid diff 2 GFP+ MAC1+ % | Lipid droplet | Lipid droplet cells 6.5 µM | SIAH1 antagonists | AID2073 | HIV fusion peptide | NOD2 inhibition | LYP phosphatase | others
O=C(Nc1cccc(-c2csc(Nc3cccc(C(F)(F)F)c3)n2)c1)c1cc([N+](=O)[O-])cc(C(F)(F)F)c1 | . | -6.4% | i | 1.6 | 47.3 | 651 | -1.3% | 2.9% | 2.1% | 7.4% | -9.6%
CC(=O)c1cccc(NC(=O)c2csc3c2CCCCC3)c1 | -5.5% | -0.9% | i | 0.6 | 9.1 | 751 | 12.4% | -1.1% | 0.7% | -10.3% | -2.3%
Cc1cc(C(F)F)n2nc(C(=O)Nc3cccc(C(F)(F)F)c3)nc2n1 | -10.7% | 3.4% | i | 1.1 | -6.1 | 645 | 0.8% | 5.1% | 1.7% | -8.0% | -2.0%
CCOc1ccc(OCCSc2nnnn2-c2ccccc2)cc1 | -1.9% | 0.7% | i | 1.1 | 4.1 | 808 | 2.2% | 1.2% | 0.2% | 17.9% | -8.1%
Cc1ccc(NC(=O)C2CCN(S(C)(=O)=O)CC2)cc1C | -5.8% | -2.7% | i | 5.7 | 2.7 | 797 | 3.2% | -1.5% | 2.5% | 5.1% | -3.6%
CC(=O)C(/C=N/c1ncc(C(F)(F)F)cc1Cl)=C(\C)O | -5.0% | -14.3% | i | 0.2 | 11.3 | 678 | 4.5% | -8.1% | 0.3% | 1.7% | 0.3%
Cc1cc(C(=O)Nc2ccc(S(=O)(=O)Nc3nccs3)cc2)c(C)o1 | -9.7% | -4.0% | i | 0.9 | -2.2 | 750 | 2.3% | -4.5% | 8.5% | 4.3% | 4.1%
COc1cccc(C2NC(=O)NC(O)(C(F)(F)F)C2C(=O)c2cccnc2)c1OC (configuration not stated) | -3.8% | -2.7% | i | 1.0 | . | . | -2.3% | -2.5% | 2.0% | 5.7% | -8.5% | NS5 inhibitors pilot replicate=-3.2
COc1ccc(NC2=CC(c3ccccc3)N(c3ccc(OC)cc3)C2=O)cc1 (configuration not stated) | . | . | i | 0.4 | -11.9 | 685 | 0.9% | 4.0% | 0.9% | -6.3% | -0.3%
O=C(N/C(=C/c1ccccc1)C(=O)N1CCCCCC1)c1ccccc1 | -5.6% | -3.7% | i | 0.2 | -25.5 | 729 | 3.7% | -4.6% | 1.9% | 4.6% | -3.9%
CCSc1ccc2nnc(-c3cccs3)n2n1 | -4.8% | 1.5% | i | 0.3 | 4.7 | 693 | -1.5% | 8.8% | -4.1% | 11.1% | -1.1%
CCc1ccc(OCC(=O)NC2CC(C)(C)NC(C)(C)C2)cc1 | -3.7% | 3.0% | i | 1.4 | 12.6 | 753 | 8.1% | 8.6% | 0.8% | 15.2% | -12.1%
COc1ccc(-c2noc(CN3CCOCC3)n2)cc1OC | -4.7% | -2.7% | i | 0.4 | -9.9 | 737 | -8.2% | 3.2% | -1.1% | -8.7% | 3.3%
COc1cc(/C=N/NC(=O)c2sc(N)c(C#N)c2C)ccc1O | -4.4% | -4.9% | i | 2.1 | 0.4 | 806 | -2.4% | 1.2% | -0.9% | 6.6% | -3.4%
CCn1cc(C(=O)NCCCN2CCC(C)CC2)c(=O)c2cc(S(=O)(=O)N(C)C3CCCCC3)ccc21 | . | 1.8% | i | 6.3 | -3.7 | 699 | -4.5% | 3.4% | 0.1% | 15.5% | -8.4%
COc1ccc(N2C(=O)CC(Nc3ccc(C)cc3)C2=O)cc1 (configuration not stated) | -5.8% | -4.0% | i | 0.5 | 11.3 | 764 | 0.3% | -6.3% | 0.9% | -0.5% | 1.8%
COC(=O)c1ccc(COc2ccccc2/C=C(\C#N)C(=O)Nc2ccc(C)cc2C)cc1 | 4.5% | -2.7% | i | 0.1 | 23.2 | 663 | -4.1% | -0.7% | 1.6% | -20.4% | -7.0%
O=C(C1CCCCC1)N(Cc1nc2sc3c(c2c(=O)[nH]1)CCCC3)Cc1cccs1 | -5.5% | -6.1% | i | 1.1 | . | . | 1.0% | 3.6% | -2.8% | 24.7% | 2.3%
COc1ccc(CCNS(=O)(=O)c2cn(C)nc2C)cc1 | . | -0.9% | i | 6.0 | -4.8 | 743 | -1.5% | 3.4% | 1.2% | 2.8% | -12.5%
O=C(Nc1ccc2c(c1)C(=O)N(c1ccccc1)C2=O)c1cccs1 | -4.9% | -3.1% | i | 0.7 | 27.7 | 682 | 13.2% | 29.6% | 1.6% | -0.8% | -5.7%
COC(=O)Cc1sc(-c2ccccn2)nc1-c1ccccc1 | -5.4% | -7.9% | i | 0.3 | 11.4 | 717 | 2.5% | -0.4% | -1.7% | 10.4% | -1.5%
O=C(NCCc1ccc2c(c1)OCCO2)c1ccc(F)cc1 | -5.0% | -5.9% | i | 0.2 | -3.2 | 708 | -0.5% | ? | -1.8% | -2.9% | -3.2%
O=C1NC(c2cccc(Cl)c2)Nc2ccccc21 (configuration not stated) | -5.3% | 7.3% | i | 0.4 | -21.5 | 739 | 1.0% | 14.2% | 0.5% | -6.2% | -12.2%
Cc1cc([N+](=O)[O-])nn1CC(=O)N1CCOCC1 | -6.1% | -1.6% | i | 0.7 | 5.3 | 667 | 6.6% | 3.8% | -1.2% | 24.8% | -3.1%
O=C(c1ccccc1NS(=O)(=O)c1cccc(C(F)(F)F)c1)N1CCc2ccccc21 | -21.2% | 2.9% | i | 0.5 | -18.5 | 658 | 14.7% | -4.0% | -1.3% | 20.7% | -0.3%
(list continues)
SMILES | XIAP displacement | NS5 inhibitors | Myeloid diff 2 | Myeloid diff 2 GFP+ MAC1+ % | Lipid droplet | Lipid droplet cells 6.5 µM | SIAH1 antagonists | AID2073 | HIV fusion peptide | NOD2 inhibition | LYP phosphatase | others
CCn1c2ccccc2c2cc(NC(=O)CSc3nnc(C4CC4)n3Cc3ccco3)ccc21 | -8.5% | -48.4% | i | 1.4 | -61.2 | 494 | -6.9% | 10.1% | 7.3% | -35.7% | 7.0%
CC1(C)COC(c2ccc(F)c([N+](=O)[O-])c2)=N1 | -4.8% | -1.3% | i | 0.5 | 15.0 | 636 | 4.6% | -3.2% | 1.2% | 11.2% | 1.6%
COc1cccc(CN2CCC(C(=O)Nc3ccc(Oc4cccnc4)cc3)CC2)c1 | . | 1.3% | i | 5.7 | -6.7 | 844 | -4.6% | -1.4% | -1.4% | 36.4% | -10.2%
Cn1c2ccccc2c(=O)c2ccc(F)cc21 | . | -5.6% | i | 0.9 | 1.4 | 851 | 0.1% | 0.5% | 0.8% | 0.0% | -24.4%
O=C(Nc1ccc(Cl)cc1)C1CCN(C(=O)c2cccs2)CC1 | . | 2.5% | i | 0.7 | 0.1 | 812 | 8.8% | -7.7% | 1.8% | -0.2% | -6.3%
C1=C2C[N+]3(CCCC3)CC2Cc2ccc3ccccc3c21 (configuration not stated) | -1.6% | -2.7% | + | 10.3* | -4.4 | 754 | -1.8% | 0.6% | 1.2% | 20.3% | -5.6%
CN(C)CCCN1C(=O)C(=O)/C(=C(/O)c2ccccc2)C1c1ccccn1 (configuration not stated) | -3.8% | . | . | . | . | . | 3.5% | -3.2% | 1.1% | 1.5% | -6.7%
CCC(=O)n1nc(-c2ccc(OC)cc2)nc1SC | -4.5% | -4.8% | i | 1.2 | -8.6 | 727 | -3.2% | 17.8% | -0.9% | 0.8% | -4.3%
CC1(c2nnc(-c3ccc(Cl)cc3)o2)CC(c2ccc(Cl)cc2)=NO1 (configuration not stated) | . | -3.5% | i | 0.3 | 5.6 | 728 | -5.4% | 3.0% | -2.1% | -46.6% | 0.2%
CCOC(=O)Nc1cc(C(=O)OCC)c(C)nc1C | -0.9% | 3.3% | i | 1.2 | . | . | -1.9% | 0.4% | 0.2% | -6.2% | -9.5%
CCCOc1cccc(C(=O)NCCCNC(=O)c2ccccn2)c1 | . | 2.6% | i | 0.0 | 2.1 | 808 | 6.5% | 0.3% | 1.5% | 1.4% | -8.6%
O=c1[nH]c(=S)n(-c2cccc(C(F)(F)F)c2)c(O)c1C=NCCN1CCNCC1 | . | -7.1% | i | 0.4 | -17.1 | 792 | 8.9% | 6.6% | 2.3% | 2.7% | -4.8%
CCCNC(=O)NC(=O)CSc1ncc(C(F)(F)F)cc1Cl | -1.9% | -0.7% | i | 5.9 | . | . | 0.0% | -5.6% | 21.5% | 12.5% | 1.1%
CC(=O)c1c(C)[nH]c(C(=O)CN2C(=O)NC(C)(c3ccc(C)cc3)C2=O)c1C (configuration not stated) | -3.8% | -0.8% | i | 1.0 | -1.4 | 706 | -2.2% | 4.4% | 0.8% | -0.1% | -4.5%
Cc1ccc(NC(=O)CSC2=C(C#N)C(c3ccc4c(c3)OCO4)C3=C(CCCC3=O)N2)c(C)c1 (configuration not stated) | -0.4% | 1.3% | i | 1.3 | . | . | -1.6% | 33.9% | -0.7% | -0.5% | 4.4%
CCOC(=O)N1CCN(CC(=O)Nc2c(C(=O)OC)[nH]c3ccc(Cl)cc23)CC1 | -1.0% | -2.8% | i | 1.0 | -9.2 | 797 | -9.5% | 5.0% | -0.2% | -28.9% | -2.7%
CCN(Cc1ccccc1)C(=O)C1CCN(Cc2ccc(SC)cc2)CC1 | -1.7% | -5.4% | i | 0.5 | -6.9 | 755 | -3.2% | 1.9% | 0.3% | 0.4% | -2.8%
O=C(NCc1nnc(SCc2ccccc2)n1-c1ccccc1)C12CC3CC(CC(C3)C1)C2 | -1.8% | -7.3% | i | 1.0 | 14.6 | 733 | 1.2% | -6.7% | -1.2% | 15.6% | 4.4%
CC(=O)Nc1ccc(S(=O)(=O)NCc2nc(-c3cccc(C)c3)no2)cc1 | . | -67.7% | i | 0.5 | 2.3 | 715 | 1.1% | 10.2% | 16.4% | -3.5% | -8.9%

By substructure: the compounds so far with two or more sulfur atoms.
SMILES | XIAP displacement | NS5 inhibitors | Myeloid diff 2 | Myeloid diff 2 GFP+ MAC1+ % | Lipid droplet | Lipid droplet cells 6.5 µM | SIAH1 antagonists | AID2073 | HIV fusion peptide | NOD2 inhibition | LYP phosphatase | others
Cc1cc(C(=O)Nc2ccc(S(=O)(=O)Nc3nccs3)cc2)c(C)o1 | -9.7% | -4.0% | i | 0.9 | -2.2 | 750 | 2.3% | -4.5% | 8.5% | 4.3% | 4.1%
CCSc1ccc2nnc(-c3cccs3)n2n1 | -4.8% | 1.5% | i | 0.3 | 4.7 | 693 | -1.5% | 8.8% | -4.1% | 11.1% | -1.1%
O=C(C1CCCCC1)N(Cc1nc2sc3c(c2c(=O)[nH]1)CCCC3)Cc1cccs1 | -5.5% | -6.1% | i | 1.1 | . | . | 1.0% | 3.6% | -2.8% | 24.7% | 2.3%

Screening results from PubChem.

A portion of the library. The share of hits here may be higher or lower than overall.
